NR2E3 ag-1 – activates human NR2E3 receptor; Q9Y5X4; AID 602229; 360,000 tested, 0.35% active; inhibition of corepressor binding, % at 3.98 µM; CHO-S Gal4-NCOR/VP16-NR2E3 two-hybrid, luciferase;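 active means inhibition above the mean of all tested compounds plus 3 SD, cut at about 70% in these data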;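 further: 0% = DMSO with NR2E3 transfected cells and 100% = cells lacking NR2E3 construct; higher means lower luciferase signal from less NR2E3 corepressor binding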
Target sequence (Q9Y5X4 whole entry, looked up, the tested form may be a part): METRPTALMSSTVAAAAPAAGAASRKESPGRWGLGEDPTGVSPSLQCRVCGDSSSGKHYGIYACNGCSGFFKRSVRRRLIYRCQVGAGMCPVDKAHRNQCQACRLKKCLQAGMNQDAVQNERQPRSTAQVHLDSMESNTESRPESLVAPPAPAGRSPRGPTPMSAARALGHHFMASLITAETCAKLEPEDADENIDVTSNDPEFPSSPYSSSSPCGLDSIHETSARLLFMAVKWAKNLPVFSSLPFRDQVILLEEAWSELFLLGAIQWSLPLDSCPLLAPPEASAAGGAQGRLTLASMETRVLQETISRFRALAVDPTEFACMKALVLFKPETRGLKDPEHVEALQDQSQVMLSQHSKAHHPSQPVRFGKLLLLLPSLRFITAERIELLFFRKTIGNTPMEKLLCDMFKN
PDI turbidity – PDI (human) enzyme inhibition | 350,000 tested, 0.052% active | P07237 | inhibition, % at 10 µM | PDI insulin aggregation turbidity, A650, 90 min;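 active means mean inhibition across replicates of 30% or more, whatever share of single replicates reach that level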;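 further: absorbance from insulin aggregation driven by PDI reduction with DTT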
HTR2A ag – activates the mouse 5-HT2A serotonin receptor | P35363 | CHO-K1 mHTR2A beta-arrestin complementation, luminescence; percent of 30 µM serotonin response | activation, % at 7.6 µM | 360,000 tested, 0.66% active | AID 624169;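 active means activation above a run cutoff, the mean activation of all tested compounds plus 3 SD, cut at about 14% in these data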;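 further: 0% = plate median of compound wells and 100% = 30 µM serotonin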
Target sequence (P35363 whole entry, looked up): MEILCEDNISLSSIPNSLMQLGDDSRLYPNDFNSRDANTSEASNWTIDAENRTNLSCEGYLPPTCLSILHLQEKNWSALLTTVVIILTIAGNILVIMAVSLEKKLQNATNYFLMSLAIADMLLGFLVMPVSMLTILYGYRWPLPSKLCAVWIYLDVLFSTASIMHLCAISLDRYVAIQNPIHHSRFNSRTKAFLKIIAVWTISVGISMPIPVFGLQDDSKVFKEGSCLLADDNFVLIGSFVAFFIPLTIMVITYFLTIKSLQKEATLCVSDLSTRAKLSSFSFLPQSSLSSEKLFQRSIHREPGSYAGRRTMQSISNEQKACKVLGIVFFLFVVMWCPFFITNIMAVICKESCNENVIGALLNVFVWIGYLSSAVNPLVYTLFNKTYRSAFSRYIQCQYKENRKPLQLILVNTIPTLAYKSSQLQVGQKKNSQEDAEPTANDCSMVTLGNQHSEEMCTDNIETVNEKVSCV
Peg3 promoter – Peg3 promoter activity inhibition; HeLa PEG-Prom luciferase reporter, luminescence, overnight; inhibition, % at 20 µM; 360,000 tested, 1.7% active;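 active means inhibition of at least 50% at 20 µM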
NR2E3 ag-2 – agonists of human nuclear receptor NR2E3. inhibition of corepressor binding, % at 4.78 µM. Q9Y5X4. AID 2300. 320,000 tested, 0.12% active. GST-NR2E3/biotin-RetCOR TR-FRET, 1536-well;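 active means percent inhibition above the cutoff of mean plus 3 SD of all tested compounds, set per screening campaign, cut at about 20% in these data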;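 further: 0% = DMSO wells and 100% = biotin wells as full block of FRET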
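Assay system: NR2E3–RetCOR corepressor complex. Quantity: 1.35 nM GST-NR2E3. Buffer or medium: pH 7.5 Tris-based buffer. Reagent: biotinylated RetCOR corepressor at 7 nM final. Schedule: 5 h at 4 °C. Detection: TR-FRET, emission read at 617 and 671 nm. Replicates: one well per compound, singlicate testing.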
MITF TRPM1 inh – MITF TRPM1 promoter inhibition in SK-MEL-5 cells | SK-MEL-5 TRPM1 promoter luciferase, 24 h | inhibition, % at 12.5 µM | 330,000 tested, 0.83% active;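 active means mean inhibition across replicates of 60% or more, whatever share of single replicates reaches that level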; further: values of inactives mirror those of a sister screen read the other way
H9c2 protect – protects H9c2 cardiomyocytes from peroxide injury. H2O2 injury protection, ATPLite, 2 h. protection from H2O2 cell death, % at 20 µM. 360,000 tested, 0.63% active;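 active means compounds giving at least 50% protection of heart cells from peroxide-induced death in the single-dose screen, raw or plate-pattern-corrected value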;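 further: 0% = DMSO wells with peroxide and 100% = DMSO wells without peroxide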
Shn3 inh set2 – reduces Shn3 3'UTR luciferase signal in osteoblasts; 360,000 tested, 0.52% active; inhibition, % at 12.5 µM; Clone20 osteoblast Shn3 3'UTR firefly luciferase, 24 h; AID 588674;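 active means mean inhibition of at least 75% with every replicate also reaching 75%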;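 further: 0% = median of neutral control wells and 100% = pilot-screen positive control compound; some compounds past the cut are filed as inactive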
hiPSC survival – increases survival of single human iPS cells | hiPSC single-cell survival, ATPlite luminescence; 100% = ROCK inhibitor wells, 0% = DMSO | survival enhancement, % at 20 µM | 360,000 tested, 0.044% active | AID 602274; in the data active means survival enhancement above about 18%;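 further: cells exposed to compounds for 16 hours before the ATP read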
CaV13 ICDI inh – Disruptors of the CACNA1D IQ motif to Ca2+-dependent inactivation inhibitor domain association, primary screening, Förster resonance energy transfer in intact living … | HEK cells, CFP/YFP FRET ICDI-IQ, plate reader, 10 min; percent FRET-ratio fall versus neutral wells | inhibition, % at 12.3 µM | 340,000 tested, 0.098% active;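 active means mean replicate inhibition of at least 30% and at least 1% of replicates passing that level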;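 further: 0% = median of the neutral control wells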
HIF-2a block – inhibitors of HIF-2a; AID 624352; 786-0 RCC cells HIF-2a reporter, luciferase luminescence, overnight; 360,000 tested, 0.72% active; inhibition, % at 18.8 µM;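 active means inhibition of the luminescence signal of 40% or more relative to plate controls, in a single-dose primary screen at 18.75 µM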
An asterisk follows results filed as active; / = no result given.

SMILES	NR2E3 ag-1	PDI turbidity	HTR2A ag	Peg3 promoter	NR2E3 ag-2	MITF TRPM1 inh	H9c2 protect	Shn3 inh set2	hiPSC survival	CaV13 ICDI inh	HIF-2a block
COc1ccc(NC(=O)Nc2ccc(N3CCOCC3)c3nonc23)c(OC)c1	-28.6	4.7	3.4	-12.0	-2.4	-10.6	-14.9	24.9	-0.3	-5.4	10.0
COc1ccc(/C=C(\C#N)C(=O)OCC(=O)Nc2ccc(C(C)(C)C)cc2)cc1	-10.7	0.4	-0.1	-31.4	1.3	-6.7	-6.9	-4.5	0.3	-8.6	-41.3
CSCCC(NC(=O)c1ccccc1Br)C(=O)NCC(c1ccco1)N1CCCCC1 (configuration not stated)	2.8	-5.4	-2.8	-10.0	4.0	-2.1	2.2	8.5	1.8	-4.8	3.2
Cc1ccc(-n2c(C)cc(C=C(C#N)C#N)c2C)cc1	-34.2	2.1	4.7	-63.8	0.7	-11.0	-22.3	10.2	-0.2	-2.4	-99.7
O=C(C1=C(O)C(=O)N(c2ncccn2)C1c1ccc(F)cc1)c1ccco1 (configuration not stated)	-4.9	3.5	8.1	12.9	2.8	4.6	7.4	-17.3	-0.6	-4.1	8.6
COc1ccc2nc(SCC(=O)NC3CCCCC3)[nH]c2c1	-5.9	-9.1	7.6	-2.0	0.3	-1.8	-2.9	24.6	-0.1	-4.0	4.3
CC(C)CCc1noc(CN2CCN(c3ccc(Cl)cn3)CC2)n1	-4.9	-6.7	-2.5	-7.5	6.5	-0.8	-1.1	-9.1	1.2	-7.4	1.4
O=C(CCc1nc(-c2ccccc2)no1)NCC1CCCO1 (configuration not stated)	0.5	-3.9	-2.5	-23.5	3.8	-8.5	0.9	-12.2	-0.6	/	-19.2
OCCC1CN(CC2CCCCC2)CCN1C1CCCC1 (configuration not stated)	10.1	9.3	-1.9	9.6	2.1	7.3	-3.5	-2.5	-0.5	-5.5	11.1
CN(C)CCCNS(=O)(=O)c1ccc(Oc2ncc(C(F)(F)F)cc2Cl)cc1	-2.3	8.9	-9.0	8.6	1.6	-5.3	0.1	6.5	1.8	-5.8	27.4
COc1ccc(-c2cc(-c3ccc(O)cc3)nc(N)c2C#N)cc1	-21.6	-28.3	-6.0	-9.8	2.0	3.2	-4.6	17.3	-0.6	-21.1	-18.3
COc1ccccc1N1C(=NC(=O)C2CCCCC2)SC2CS(=O)(=O)CC21 (configuration not stated)	-31.8	-16.3	4.3	10.3	4.6	-2.0	-0.9	-7.4	-0.5	-4.0	18.4
C=CCC(CC(O)COCCC)C(=O)NNC(=S)Nc1ccccc1 (configuration not stated)	-63.0	2.7	-3.8	-94.2	1.8	-24.7	-7.0	-18.8	1.4	-4.3	-168.7
CC(C)COC(=O)n1c(SCC(=O)N(C)C)nc2ccccc21	-14.7	11.9	-0.5	-16.7	-1.9	-20.3	11.8	-14.8	-2.7	/	-24.8
O=[N+]([O-])c1ccc(OCC(O)CNCCNc2nccc(C(F)(F)F)n2)cc1 (configuration not stated)	15.6	6.8	-2.8	14.6	-1.4	-6.9	2.2	2.6	-0.2	-1.6	16.4
Cc1nn2c(N3CCN(c4ccccn4)CC3)cc(C(C)C)nc2c1-c1ccccc1	15.4	-14.1	-1.5	-2.4	/	-12.8	-3.6	-0.4	-1.1	-6.1	-15.2
COc1ccc(Cn2c(CCCO)nc3ccccc32)cc1OC	-17.3	1.0	4.0	2.5	1.3	3.7	2.8	-18.4	2.0	-3.6	18.9
O=C(NN=C1CCCCCC1)NC1CCCCC1	-11.8	0.8	4.6	-46.5	-0.7	-16.6	-2.9	-10.5	-1.4	-3.1	-34.4
COC(=O)c1c(C(=O)OC)c(-c2ccc(C)cc2)n2c1CCC2	-5.9	-0.3	-6.5	16.6	1.0	-1.3	-2.4	0.4	-1.9	-7.9	8.5
C=C(C)CNC(=S)NNC(=O)c1cc(C)oc1C	-9.3	4.6	2.2	3.1	1.9	6.7	1.3	6.1	3.0	-4.5	1.8
COc1ccc(Cn2nnnc2C(c2cccs2)N2CCOCC2)cc1 (configuration not stated)	-9.9	-2.6	3.8	-0.3	-1.7	1.9	-8.7	8.6	-0.4	-4.8	3.8
O=C(NCC1CCCO1)C1CCC(=O)N1Cc1ccc(F)cc1 (configuration not stated)	-0.1	-4.4	4.4	4.8	2.7	4.4	2.2	5.9	0.7	-3.5	6.7
C=CC[N+](C)(C)C/C(Cl)=C(\Cl)c1ccccc1	-6.4	-2.1	3.0	3.7	-2.7	0.9	2.6	22.0	-1.3	/	14.5
O=C(COC(=O)Cc1ccsc1)Nc1ccccc1Cl	-17.8	9.5	-1.5	15.8	5.7	-2.8	0.2	7.1	-0.5	-2.4	5.7
Cc1ccc(NC(=O)CN(C)C(=O)CSc2nccn2C)cc1	5.2	-2.9	4.3	2.7	/	5.2	3.9	3.5	-2.3	-6.1	12.9

Brought forward from above: two compounds, then new ones.
SMILES	NR2E3 ag-1	PDI turbidity	HTR2A ag	Peg3 promoter	NR2E3 ag-2	MITF TRPM1 inh	H9c2 protect	Shn3 inh set2	hiPSC survival	CaV13 ICDI inh	HIF-2a block
O=C(COC(=O)Cc1ccsc1)Nc1ccccc1Cl	-17.8	9.5	-1.5	15.8	5.7	-2.8	0.2	7.1	-0.5	-2.4	5.7
Cc1ccc(NC(=O)CN(C)C(=O)CSc2nccn2C)cc1	5.2	-2.9	4.3	2.7	/	5.2	3.9	3.5	-2.3	-6.1	12.9
Cc1ccc(S(=O)(=O)N(C)c2ccc(C(=O)NCC(c3ccco3)N3CCCC3)cc2)cc1 (configuration not stated)	-4.8	-2.3	-12.5	4.5	/	/	1.8	13.3	-2.4	-6.0	-4.4
COc1ccc(NC(=O)c2ccc3c(SCC(=O)O)c4c(nc3c2)CCCC4)c(OC)c1	28.6	9.1	-3.5	11.6	2.2	1.1	-8.9	17.4	-1.4	-1.0	6.3
O=C(Cc1c(F)cccc1Cl)OCC(=O)N1CCc2ccccc21	0.2	-4.1	1.4	-130.9	/	-45.4	-3.9	-3.7	-1.6	-5.9	-3.0
CCCOc1ccc(C(=O)Nc2nc(C)c(Cc3ccc4c(c3)OCO4)s2)cc1	-7.7	-2.5	3.3	-55.2	0.5	-22.1	-1.9	-6.3	-1.4	-3.2	-112.8
CC(=O)c1ccc(NC(=O)C2C3CCC(C3)C2C(=O)O)cc1 (configuration not stated)	3.9	10.1	1.5	-12.2	-0.6	3.0	3.7	-1.1	0.3	-20.6	-8.4
Cc1ccc(Nc2c(-c3ccccc3O)nc3cnccn23)cc1	-0.2	-5.9	-0.8	24.2	0.9	4.5	-3.1	16.6	1.7	-6.1	15.3
CN(C)/C(CN1CCCCC1)=C1\N=C(c2ccccc2)OC1=O	-7.5	1.7	3.0	9.6	2.1	3.6	-6.5	6.8	-1.5	-5.0	-2.9
Cc1ccc(C)c(NC(=O)C2CCCN(S(=O)(=O)c3cccnc3)C2)c1 (configuration not stated)	-3.6	-4.8	-2.4	9.3	3.9	0.4	5.0	-0.2	0.0	-2.7	7.0
CCOC(=O)C1(Cc2cccc(F)c2)CCN(C(=O)c2cscn2)CC1	0.5	2.5	-1.5	-19.8	4.3	-13.1	0.1	-6.1	0.7	-4.7	-39.2
Cc1cccc(C)c1OCC(=O)N/N=C/c1cccn1C	-32.2	1.9	1.1	8.0	2.8	0.0	5.2	-11.0	0.7	/	10.2
O=C(NCc1ccc2c(c1)OCO2)C1CCC(=O)N1C1CCCCC1 (configuration not stated)	18.1	-3.7	-0.1	0.4	-0.6	-0.8	-2.5	-9.3	-0.2	-5.3	16.1
COc1ccc(S(N)(=O)=O)cc1C(=O)OCC(=O)N1c2ccccc2NC(=O)C1(C)C	17.2	-4.4	-3.4	10.6	/	-9.9	6.5	11.2	2.1	-2.1	5.3
COc1ccc(NC(=O)C2CCC(CNS(=O)(=O)c3csc(C(N)=O)c3)CC2)cc1OC (configuration not stated)	14.8	-5.6	-4.3	-16.4	3.9	-0.9	-1.9	2.8	0.0	-3.4	1.0
CCc1c(-c2ccccc2)[n+](=O)c2c(n1[O-])CCC2	6.8	-2.5	0.4	10.4	3.2	11.4	5.7	-5.4	0.0	-5.1	4.6
COc1ccc(C(CC(=O)O)NC(=O)c2ccco2)cc1 (configuration not stated)	-7.9	-3.3	2.5	9.3	-1.5	-8.3	-3.4	9.6	-0.2	-8.6	25.4
O=C1NC[C@H](Cc2ccccc2)N(C[C@@H]2CCCN2C[C@H](Cc2ccccc2)N2C[C@H](Cc3ccccc3)N(CC3CCCCC3)C(=O)C2=O)C1=O	17.8	/	-3.9	21.6	/	/	-6.8	-0.2	-0.9	-6.6	-37.5
O=C1CCC/C=C/C[C@@H](CC(=O)N(CCO)Cc2ccccc2)C(=O)NC[C@@H](c2ccccc2)O1	23.2	-4.1	-3.2	-3.7	/	-28.6	2.7	-18.3	-0.8	-11.4	-0.4
O=C(CNc1ccccc1F)Nc1cc(S(=O)(=O)N2CCCCC2)ccc1Cl	-19.5	-21.7	0.9	26.3	2.7	6.5	-13.0	21.2	-1.8	-6.5	14.2
Cc1ccc(C)c(NC(=O)CCN2CCC(C)CC2)c1	-12.0	-27.1	0.9	19.1	3.7	2.6	8.9	-2.8	-0.6	-2.7	14.5
Nc1cccc(CCc2nc3ccccc3[nH]2)c1	-32.7	4.8	3.7	-61.2	-3.8	-2.6	3.4	-36.9	-0.2	-4.5	-109.7
COc1ccc2c(c1)CCc1c(C(=O)NCCc3ccc(OC)c(OC)c3)noc1-2	-8.9	0.9	5.7	0.6	3.5	0.3	-6.4	17.1	-0.6	-7.0	-7.1
CC(C)c1ccc(N(CC(=O)N/N=C/c2ccc(OC3CSC3)cc2)S(=O)(=O)c2ccccc2)cc1	-18.3	-0.3	6.2	14.9	-0.4	-4.4	-6.1	12.4	0.7	-3.5	-2.1
COc1ccc2oc(=N)c(C(=O)Nc3ccc(Br)cc3)cc2c1	14.8	-10.6	9.6	-35.1	-1.0	-24.0	-2.2	-9.5	0.2	-5.2	-31.8
COc1ccc(COC(=O)c2cc(S(=O)(=O)N3CCCCC3)ccc2N2CCOCC2)cc1	-16.7	0.5	-4.7	28.6	-0.8	3.6	-14.1	59.0	0.1	-6.0	14.4
O=C(CNC(=S)N(Cc1ccccc1)Cc1ccccc1F)NCc1ccccc1	-11.9	-5.9	-3.0	32.9	0.8	9.4	0.3	26.5	0.1	0.9	6.4

Compound profiles, from the list above. Order of screens: NR2E3 ag-1	PDI turbidity	HTR2A ag	Peg3 promoter	NR2E3 ag-2	MITF TRPM1 inh	H9c2 protect	Shn3 inh set2	hiPSC survival	CaV13 ICDI inh	HIF-2a block
Cc1cccc(C)c1OCC(=O)N/N=C/c1cccn1C is entered as -32.2	1.9	1.1	8.0	2.8	0.0	5.2	-11.0	0.7	/	10.2
COc1ccc2c(c1)CCc1c(C(=O)NCCc3ccc(OC)c(OC)c3)noc1-2 is entered as -8.9	0.9	5.7	0.6	3.5	0.3	-6.4	17.1	-0.6	-7.0	-7.1

From PubChem
